NadD block: inhibitors of S. aureus NadD, primary screen, biochemical, colorimetric, uHTS. AID 602399, 2012. inhibition, % at 20 µM. purified NadD enzyme, colorimetric absorbance read-out. hit rate 0.78% among 360,000. Nicotinate-nucleotide adenylyltransferase NadD (Staphylococcus aureus N315); in the data active = inhibition above about 26%; note: some compounds past the cut are filed as inactive
CSN deneddyl inh: inhibitors of CSN-mediated cullin deneddylation, primary screen, biochemical, fluorescence polarization, uHTS; COP9 signalosome complex subunit 5 (Homo sapiens), Q92905; Purified CSN, SCF-Nedd8-OG deneddylation; inhibition, % at 12.5 µM; hit rate 0.38% among 360,000; AID 651999, 2013;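 active = pattern-corrected inhibition above about 35%, with an unprinted fluorescence ratio check between 0.5 and 1.5, limit read from the data, passing the limit was not always enough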;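 note: 0% = enzyme with substrate and 100% = substrate without enzyme; some results filed as inactive read as strong as hits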
Target sequence (Q92905 whole entry, looked up, one chain of several): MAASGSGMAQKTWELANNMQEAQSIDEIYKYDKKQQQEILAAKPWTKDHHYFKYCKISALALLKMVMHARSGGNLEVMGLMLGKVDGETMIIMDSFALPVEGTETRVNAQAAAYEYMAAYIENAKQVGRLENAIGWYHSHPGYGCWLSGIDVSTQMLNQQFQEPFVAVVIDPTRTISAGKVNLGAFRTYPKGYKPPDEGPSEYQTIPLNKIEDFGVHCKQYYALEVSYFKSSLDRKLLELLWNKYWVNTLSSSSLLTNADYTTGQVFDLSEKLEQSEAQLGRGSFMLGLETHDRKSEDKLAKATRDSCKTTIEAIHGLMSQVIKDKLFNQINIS
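Assay system: Purified human Csn5 enzyme expressed in HEK293T cells | Amount: Enzyme 0.24 nM | Measured by: Fluorescence polarization readout | Medium: Tris/NaCl/DTT buffer, pH 7.5 | Compound dosing: One concentration, 12.5 µM, 0.25% DMSO | Times: 90 min incubation of compound, enzyme and substrate at room temperature | Control set: no-enzyme wells high, enzyme-with-substrate wells low | Read-out: % inhibition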
Scp-1 inhibitor: Scp-1 phosphatase inhibitors, primary screen, biochemical, colorimetric, uHTS. Carboxy-terminal domain RNA polymerase II polypeptide A small phosphatase 1 (Homo …. hit rate 0.88% among 340,000. Recombinant Scp1, phosphopeptide, malachite green phosphate absorbance. inhibition, % at 20 µM;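 active = inhibition above about 50% at 20 µM, limit read from the data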;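 note: plate controls were DMSO wells with enzyme for no effect and wells lacking enzyme for full effect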
Target sequence (Q9GZU7 76-261 limits assumed): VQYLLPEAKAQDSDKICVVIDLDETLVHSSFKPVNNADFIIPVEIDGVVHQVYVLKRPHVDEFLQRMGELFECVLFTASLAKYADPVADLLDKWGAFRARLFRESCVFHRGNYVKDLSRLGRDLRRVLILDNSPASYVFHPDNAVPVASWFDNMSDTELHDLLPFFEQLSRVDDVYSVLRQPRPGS
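System: SCP-1 catalytic domain; Reagent: Phospho 17-mer peptide substrate; Doses: one concentration, 20 µM, with 1.0% DMSO; Incubation: 45 min room-temperature reaction, 5 min colour, 30 min stabiliser; Signal: Phosphate-binding colour reagent, absorbance read at 630 nm.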
MsrA inh: bovine MsrA enzyme inhibitors, primary screen, biochemical, absorbance, HTS. hit rate 0.75% among 360,000. inhibition, % at 15.5 µM. purified bovine MsrA, absorbance read-out; in the data active = inhibition above about 4.5%;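 note: 0% = vehicle wells with enzyme and 100% = reference inhibitor wells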
STEP inh: STEP phosphatase inhibitors, primary screen, biochemical, fluorescence intensity, uHTS; recombinant STEP, OMFP fluorogenic substrate; hit rate 0.25% among 360,000; inhibition, % at 20 µM;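 active = inhibition at 20 µM, scaled per plate between control wells, above about 37%, limit read from the data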;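 note: 0% = DMSO with enzyme and substrate and 100% = substrate only without enzyme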
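Material: STEP (striatal-enriched tyrosine phosphatase) enzyme, cell-free; Compound dosing: 20 µM single dose in 1% DMSO; Technique: fluorescence read at 480 nm ex / 540 nm em; Times: reaction 20 min, ambient temperature; Medium: 50 mM Bis-Tris pH 6.0 with 2.5 mM DTT and 0.005% Tween 20; Also added: OMFP at 25 µM.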
DNMT1 inh: human DNMT1 methyltransferase inhibitors, primary screen, biochemical, molecular beacon, fluorescence, HinP1I cleavage, uHTS; inhibition (reported as % activation of signal), % at 10 µM; hit rate 0.83% among 360,000; AID 588458, 2011; in the data active = inhibition above about 50%
LMPTP inh: LMPTP phosphatase inhibitors, primary screen, biochemical, fluorescence intensity, uHTS; AID 651560, 2012; recombinant LMPTP-A, OMFP fluorogenic substrate; hit rate 0.22% among 360,000; inhibition, % at 20 µM;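 active = compounds that cut the enzyme signal by at least half of the control window in the single-dose screen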;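 note: plate controls were DMSO wells with enzyme plus substrate for no effect and substrate without enzyme for full effect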
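Buffer or medium: Bis-Tris pH 6.0, DTT, detergent; Assay system: LMPTP-A enzyme; Quantity: 0.625 nM enzyme; Detection: endpoint fluorescence intensity; Times: 50 min dark incubation at room temperature; Controls: substrate-only low control, DMSO enzyme-plus-substrate high control; Doses: single 20 µM dose; Read-out: percent inhibition versus substrate-only and uninhibited controls; Reagent: 400 µM OMFP.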
Rpn11 block: Rpn11 (PSMD14) deubiquitinase inhibitors, primary screen, biochemical, fluorescence polarization, uHTS; human 26S proteasome, Ub4-pepOG fluorescence polarization; 20S core pre-blocked with epoxomicin; 26S proteasome non-ATPase regulatory subunit 14 (Homo sapiens), O00487; calls only at 20 µM; hit rate 0.59% among 360,000;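 active = inhibition at 20 µM, scaled to each plate's controls, above about 33%, limit read from the data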
Target sequence (O00487 whole entry, looked up): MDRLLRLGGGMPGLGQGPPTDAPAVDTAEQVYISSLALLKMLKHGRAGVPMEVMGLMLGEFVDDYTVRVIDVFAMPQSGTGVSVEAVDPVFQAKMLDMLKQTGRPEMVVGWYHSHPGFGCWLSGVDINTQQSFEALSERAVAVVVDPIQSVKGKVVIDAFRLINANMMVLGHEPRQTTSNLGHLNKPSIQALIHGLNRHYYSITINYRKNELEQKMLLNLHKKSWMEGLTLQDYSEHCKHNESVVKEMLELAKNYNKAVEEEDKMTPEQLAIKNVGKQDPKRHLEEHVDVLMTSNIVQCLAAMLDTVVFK
Tb MetRS inh: T. brucei MetRS inhibitors, primary screen, biochemical, luminescence; methionyl-tRNA synthetase (Trypanosoma brucei brucei); purified T. brucei MetRS, ATP depletion, Kinase-Glo luminescence; hit rate 0.4% among 360,000; AID 624268, 2012; inhibition, % at 11.9 µM;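 active = inhibition above a per-plate cutoff of the control wells' mean inhibition plus 3 SD, cut at about 5.5% in these data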;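 note: 0% = DMSO wells median and 100% = median of wells with control inhibitor compound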
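Material: parasite MetRS enzyme / Replication: singlicate, one well per compound / Signal: luminescence of leftover ATP / Schedule: 2 h aminoacylation at 25 °C after 15 min preincubation / Medium: HEPES-MgCl2-KCl buffer plus DTT, spermine, BSA, pyrophosphatase / Doses: 11.9 µM single point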
SUMO1-SIM PPI: modulators of SUMO1 protein-protein interactions, primary screen, biochemical, uHTS. Small ubiquitin-related modifier 1 (Homo sapiens), P63165. SUMO1 binding to a labelled peptide, TR-FRET, 1 h. inhibition, % at 20 µM. hit rate 0.33% among 360,000. AID 602429, 2012; in the data active = inhibition above about 37%
Target sequence (P63165 whole entry, looked up): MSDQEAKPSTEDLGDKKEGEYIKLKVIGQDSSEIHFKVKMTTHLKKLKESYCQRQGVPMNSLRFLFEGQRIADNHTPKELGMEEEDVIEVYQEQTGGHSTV
* = called active by the depositor; i = inactive; / = no result given.

Rpn11 block	NadD block	Scp-1 inhibitor	Tb MetRS inh	compound	LMPTP inh	MsrA inh	CSN deneddyl inh	DNMT1 inh	SUMO1-SIM PPI	STEP inh
i	-1	-6	0.6	CC(=O)c1c(C)[nH]c(C(=O)OCC(=O)NCc2ccc3c(c2)OCO3)c1C	0.5	0.1	1	-1	5	0
i	1	-5	-0.2	Cc1ccc(S(=O)(=O)CCC(=O)OC2CC(C)OC2=O)cc1 (centres undefined)	-0.2	1.4	-2	2	2	-1
i	14	2	0.0	Cc1cccc(C(=O)O[C@H]2[C@H](Cc3ccccc3)NS(=O)(=O)[C@H]3CC4C=C[C@]23O4)c1	-0.4	-1.3	-4	-15	-5	1
i	1	/	-0.1	C#CCOCC1CNC(=S)O1 (centres undefined)	-1.5	-0.3	1	-1	6	-3
i	5	-6	0.5	COc1ccc2nc(SCC(=O)O)nc(C)c2c1	-1.0	-1.0	4	3	0	0
i	44*	24	-0.4	O=[N+]([O-])c1ccc(Nc2cccc3c2[nH]c2c(-c4ccccc4)nccc23)c([N+](=O)[O-])c1	3.7	1.2	6	2	9	4
i	-5	-13	-0.3	CC(C)(C)NS(=O)(=O)c1ccc(N2C(=O)c3ccccc3C2=O)cc1	-1.7	-0.9	1	0	-19	-2
i	-8	4	0.0	COc1ccccc1-c1oc2ccccc2c1C#CC(C)(C)O	-0.4	1.5	-4	-4	-5	-3
i	20	-3	-1.1	Cc1[nH]c2ccccc2c1/C=N/NC(=O)c1cccc(S(=O)(=O)Nc2cccc(C(F)(F)F)c2)c1	2.9	1.8	8	-34	6	-4
i	3	-5	-0.1	O=C(NN1C(=O)NC2(CCCCC2)C1=O)c1cc2ccccc2o1	-1.9	-0.8	6	0	19	0
i	1	-11	1.1	COc1cccc(CNC(=O)C2CCN(S(=O)(=O)c3ccccc3)CC2)c1	-1.6	1.3	3	2	0	0
i	0	-2	-0.5	CCN(CC(=O)Nc1ccccc1OC)CC(=O)Nc1c(Cl)ccc(C)c1Cl	-0.9	0.2	-14	-7	-2	-6
i	4	4	-0.6	CN(C)c1ccc(C=NNc2ccccn2)c(Cl)c1	1.1	1.5	-3	2	-8	2
i	18	-27	-0.1	Cc1cc(/C=C2\C(=N)N3N=C(CC(=O)N4CCOCC4)SC3=NC2=O)c(C)n1Cc1ccccc1	-1.5	-0.6	0	-2	9	-1
i	-7	-5	-1.8	CC(NC(=O)Cc1ccccc1)C(c1ccccc1)N1CCOCC1 (centres undefined)	-0.1	-0.3	-4	-7	1	2
i	1	-7	-0.4	CCc1ccccc1NC(=O)c1cccs1	-0.9	1.6	-3	2	-1	0
i	-7	-9	-0.1	COC(=O)Cn1c(N2CCCC2)nc2c1c(=O)n(C)c(=O)n2C	-1.1	-2.1	3	1	2	-2
i	-12	0	-0.1	CCc1nnc(NC(=O)c2ccc(OC)c(S(=O)(=O)N3CCCC3)c2)s1	-1.1	-0.1	2	3	15	-1
i	-5	-3	-0.6	C=CCC(C)(NCc1ccccc1)c1ccc(C)cc1 (centres undefined)	-1.6	-1.0	4	-4	2	-5
i	-2	-3	0.0	Cc1ccc(Cl)cc1N1CCN(S(=O)(=O)c2cn(C)cn2)CC1	-0.4	-0.4	-4	1	3	1
i	8	1	-0.6	C[C@@]12C(=O)N(CC3CCCO3)CC(=O)N1[C@@H]1c3ccccc3OC[C@@H]1[C@@H]2c1ccccc1 (some centres undefined)	-1.4	0.3	-1	2	4	2
i	-2	0	-0.5	CC1CCCN(S(=O)(=O)c2cc(C(=O)NCCc3ccc(S(N)(=O)=O)cc3)ccc2Cl)C1 (centres undefined)	1.6	-0.2	-1	-4	-6	-2
i	2	-2	1.1	O=C(c1cc([N+](=O)[O-])ccc1Cl)N1CCN(Cc2ccccc2)CC1	-0.8	0.8	0	0	-14	3
i	-8	10	0.1	O=C(NCc1ccc(F)cc1)C(C(=O)NCc1ccc(F)cc1)c1ncc(C(F)(F)F)cc1Cl	2.2	1.4	11	13	-1	-2
i	-1	/	-0.1	COC(=O)C1Cc2c([nH]c3ccccc23)C2CCC(=O)N12 (centres undefined)	0.7	1.8	1	2	6	0

Arranged by length of the SMILES (low to high): some entries from above.
Rpn11 block	NadD block	Scp-1 inhibitor	Tb MetRS inh	compound	LMPTP inh	MsrA inh	CSN deneddyl inh	DNMT1 inh	SUMO1-SIM PPI	STEP inh
i	1	/	-0.1	C#CCOCC1CNC(=S)O1 (centres undefined)	-1.5	-0.3	1	-1	6	-3
i	5	-6	0.5	COc1ccc2nc(SCC(=O)O)nc(C)c2c1	-1.0	-1.0	4	3	0	0
i	-12	0	-0.1	CCc1nnc(NC(=O)c2ccc(OC)c(S(=O)(=O)N3CCCC3)c2)s1	-1.1	-0.1	2	3	15	-1

Next records
Rpn11 block	NadD block	Scp-1 inhibitor	Tb MetRS inh	compound	LMPTP inh	MsrA inh	CSN deneddyl inh	DNMT1 inh	SUMO1-SIM PPI	STEP inh
i	3	-2	-0.7	O=C(Cn1c(=O)oc2ccccc21)Nc1nc(-c2ccccc2)cs1	-0.8	0.6	8	3	-6	1
i	3	0	-1.4	COC(=O)Cc1c(C)c2ccc(OCC(=O)NCc3ccc4c(c3)OCO4)cc2oc1=O	0.2	0.5	3	2	-5	0
i	-1	7	-0.9	COc1ccccc1CNS(=O)(=O)c1csc(C(N)=O)c1	-1.7	-0.3	1	-3	1	-2
i	-4	-7	-0.2	COc1ccc(Br)cc1/C=N/N1CCN(Cc2ccccc2)CC1	2.5	-1.1	2	3	5	-1
i	-2	-7	0.2	COc1ccc(S(=O)(=O)N2CCN(C3CCCC(C)C3)CC2)cc1 (centres undefined)	-0.8	-2.0	7	2	-5	1
i	3	-3	-0.2	COCCNC(=O)c1cc2nc3c(c(C(F)(F)F)n2n1)CCc1ccccc1-3	-0.3	0.3	1	2	-4	-6
i	-2	6	-0.7	COc1ccc(-n2cc(-c3ccc(OC)c(OC)c3)[nH]c2=S)cc1	0.6	-0.2	1	2	-6	2
i	-1	-7	-0.9	Cc1ccc(C(=O)C(SC(C)(C)C)n2cncn2)cc1 (centres undefined)	-1.7	0.0	1	-1	-1	-1
i	4	-8	-0.5	O=S(=O)(NCC1CCCO1)c1cccc(S(=O)(=O)N2CCCC2)c1 (centres undefined)	-1.1	0.3	-3	1	5	-2
i	1	-5	-0.4	COC(=O)C1=C(NC(=O)c2ccccc2[N+](=O)[O-])CCS1	-0.1	3.6	-4	-2	-13	4
i	-1	-10	-0.5	CC1=C(OC(=O)c2ccc(Br)cc2)C(C)(C)C(c2ccccc2)OC1=O (centres undefined)	2.7	-0.1	0	9	4	4
i	0	-5	-0.6	COc1ccc(CNC(=O)C2CCN(c3nn4c(=O)cc(C)nc4s3)CC2)cc1	0.6	1.0	-1	-1	5	2
i	-1	/	0.0	COc1ccc(-c2csc(C(O)(c3ccccc3)C(F)(F)F)n2)cn1 (centres undefined)	1.6	2.9	-5	13	-4	-3
i	0	4	-0.8	O=C(NNc1cccc(Cl)n1)c1cccnc1Cl	-0.6	1.8	-3	0	1	-2
i	1	-7	-0.7	COCCn1c(-c2ccc(Br)cc2)csc1=Nc1cccnc1	0.1	2.4	12	3	-1	-1
i	-1	-11	2.6	O=c1c(N2CCOCC2)c(N2CCOCC2)c1=O	-1.6	2.0	97	-2	5	-1
i	-4	-10	0.2	COc1ccc2cc(C(=O)O)n(CC(=O)c3ccccc3)c2c1	-3.0	0.0	3	3	2	1
i	-10	-1	-0.2	CCOC(=O)c1nn(-c2ccc(Cl)cc2C)ccc1=O	-2.0	-0.4	3	5	0	-2
i	0	-8	-0.1	Cc1nc2nc(SCC(=O)NCCCN3CCCCCC3)nn2c(C)c1Cc1ccccc1	14	0.9	88*	-28	-92	8
i	-3	-10	-0.6	CCCc1cc(C(=O)OC)c(NC(=O)c2cc(C)on2)s1	2.1	0.3	3	0	-2	0
i	4	-10	-0.6	COCCNC(=O)C(c1ccc(C)o1)N(C(=O)c1snc(C(N)=O)c1N)c1cc(C)cc(C)c1 (centres undefined)	0.9	4.4	1	-3	-12	1
i	1	-8	0.2	CCOC(=O)CC(=O)CSc1nc2ccccc2c(=O)n1-c1ccc(C(=O)N2CCOCC2)cc1	-0.7	-0.3	3	1	-3	0
i	1	-1	-0.7	c1ccc(C2=Nn3c(nnc3-c3ccccn3)SC2)cc1	-0.1	0.0	-3	0	2	1
i	-3	-4	-0.4	COCC(C)NCc1ccc(C)cc1C (centres undefined)	-2.6	-2.6	2	-4	1	0
i	-6	-8	2.5	COC(=O)C1C(=O)c2c([nH]c(C(=O)OCC3CCCO3)c2C)CC1C (centres undefined)	-0.4	0.8	-8	1	6	-2

An excerpt from above, reduced to Rpn11 block:
molecule	Rpn11 block
COc1ccc(S(=O)(=O)N2CCN(C3CCCC(C)C3)CC2)cc1 (centres undefined)	i
COCCNC(=O)c1cc2nc3c(c(C(F)(F)F)n2n1)CCc1ccccc1-3	i

Next entries
Rpn11 block	NadD block	Scp-1 inhibitor	Tb MetRS inh	compound	LMPTP inh	MsrA inh	CSN deneddyl inh	DNMT1 inh	SUMO1-SIM PPI	STEP inh
i	0	4	0.1	CCN1CCCC1CNC(=O)COc1cc(=O)n(C)c2ccccc12 (centres undefined)	0.6	-0.1	5	5	-2	0
i	38*	-8	/	N=c1scc(-c2ccccc2)n1/N=C/c1ccco1	2.9	2.1	-2	-21	-2	0
i	-1	0	-0.4	O=C(COc1ccc(S(=O)(=O)N2CCOCC2)cc1)NCc1ccccn1	-1.6	-1.1	1	-1	3	-1
i	11	-8	0.1	Cc1cc(-c2nnc(SCC(=O)Nc3cccc(Cl)c3)n2N)n[nH]1	-1.4	-0.9	-4	-2	1	-4
i	-4	-15	0.3	C=C1CCc2c([nH]c3ccc(OCC(C)C)cc23)C1=O	2.0	1.6	12	14	-7	1
